RGS4 inhibitor = human RGS4 inhibition; P49798; Transcreener GDP fluorescence polarization, RGS4-accelerated GTP hydrolysis; Potency, µM (highest dose often 114 µM), without a hit: at the highest dose activity change, negative = inhibition, usual class: inhibitors; actives 0.039% (n = 390,000); AID 504845; note: potency is the fitted concentration of half-maximal effect; % is set by controls: 0 for no effect and ±100 for the full control effect; nearly all actives have a fitted effect of over 75% in size; some results filed as inactive show a strong effect at the top dose
Target sequence (P49798 whole entry, looked up): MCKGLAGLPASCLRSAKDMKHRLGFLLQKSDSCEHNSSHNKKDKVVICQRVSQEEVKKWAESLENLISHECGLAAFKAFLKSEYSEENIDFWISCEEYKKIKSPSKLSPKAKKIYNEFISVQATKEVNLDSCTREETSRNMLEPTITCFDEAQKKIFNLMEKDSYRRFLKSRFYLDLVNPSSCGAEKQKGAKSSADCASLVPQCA
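MLSMR compounds (23 nl, pin-transferred) preincubated 10 min at room temperature with a 500nM (2x) first reagent, then RGS4 at 900nM (2x) plus Transcreener GDP mix added; fluorescence polarization (620/688 nm) read before and after 90 min at 30 °C.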
Vif-APOBEC3G blk = blocks the Vif interaction with human APOBEC3G. Q9HC16. HeLa A3G-eYFP + Vif (tagged APOBEC3G with the HIV-1 protein that degrades it), YFP fluorescence, overnight. Potency, µM (doses to about 46.1 µM), for inactives: at the highest dose activity, negative = active, actives largely listed as inhibitors. actives 0.076% (n = 410,000). AID 602310;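 note: potency is the fitted concentration of half-maximal effect; % is set by controls: 0 for no effect and ±100 for the full control effect; nearly all actives have a fitted effect of over 60% in size; hits raise eYFP signal because A3G escapes Vif-driven loss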
Target sequence (Q9HC16 whole entry, looked up): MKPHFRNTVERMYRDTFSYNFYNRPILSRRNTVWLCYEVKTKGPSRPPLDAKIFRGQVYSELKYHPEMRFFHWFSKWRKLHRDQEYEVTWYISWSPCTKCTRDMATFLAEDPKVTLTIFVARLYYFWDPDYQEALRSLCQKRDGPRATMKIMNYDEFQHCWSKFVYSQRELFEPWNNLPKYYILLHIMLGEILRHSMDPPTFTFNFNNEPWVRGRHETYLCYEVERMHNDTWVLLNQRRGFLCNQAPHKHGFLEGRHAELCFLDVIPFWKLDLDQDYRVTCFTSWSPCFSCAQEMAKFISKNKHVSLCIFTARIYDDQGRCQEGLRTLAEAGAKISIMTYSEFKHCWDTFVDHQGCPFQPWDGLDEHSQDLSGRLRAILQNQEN
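HeLa cells stably expressing Vif and C-terminally eYFP-tagged A3G, seeded overnight at 37 deg C, then exposed to compound by pintool overnight at 37 deg C. Rise in yellow fluorescence (Ex 488/Em 500-530, Acumen) marks blocked Vif-driven A3G degradation.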
Vif-A3F inh = inhibitors of Vif-A3F interaction. HeLa A3F-eYFP + Vif (tagged APOBEC3F with the HIV-1 protein that degrades it), YFP fluorescence increase. Potency, µM (doses to about 46.1 µM), for inactives: top-dose activity, negative = active. actives 0.2% (n = 390,000); note: potency is the fitted concentration of half-maximal effect; % of control where 0% means no effect; nearly all actives have a fitted effect of over 65% in size
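HeLa cells stably expressing Vif plus C-terminally eYFP-tagged A3F were seeded, incubated overnight at 37 deg C, dosed with compound, incubated overnight again at 37 deg C. Yellow fluorescence (Ex 488/Em 500-530) reported blocked Vif-mediated A3F-eYFP degradation.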
GRP78 ERSR act = induces the endoplasmic reticulum stress response in human glioma cells | U87-MG GRP78 promoter luciferase reporter, 16 h | Potency, µM, for inactives: top-dose activation, actives largely listed as activators | actives 0.02% (n = 420,000) | AID 602332; note: potency is the fitted concentration of half-maximal effect; series mostly up to about 76 µM; % of control where 0% means no effect; nearly all actives have a fitted effect of over 35% in size
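ERSR induction read as luciferase luminescence (Bright-Glo, 10 min at room temperature) in stably transfected human U87-MG glioma cells exposed to compounds for 16 h, using GRP78 as sensor.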
mIDH1 inhibitor = blocks human mutant IDH1 R132H enzyme. Potency, µM (highest dose often 76.6 µM), for inactives: at the top dose activity change, negative = inhibition, usual class: inhibitors. O75874. actives 0.093% (n = 390,000). IDH1-R132H enzyme, NADPH consumption, diaphorase/resazurin fluorescence; note: potency is the fitted concentration of half-maximal effect; % is set by controls: 0 for no effect and ±100 for the full control effect; nearly all actives have a fitted effect of over 65% in size
Target sequence (O75874 whole entry R132H, stated change not applied): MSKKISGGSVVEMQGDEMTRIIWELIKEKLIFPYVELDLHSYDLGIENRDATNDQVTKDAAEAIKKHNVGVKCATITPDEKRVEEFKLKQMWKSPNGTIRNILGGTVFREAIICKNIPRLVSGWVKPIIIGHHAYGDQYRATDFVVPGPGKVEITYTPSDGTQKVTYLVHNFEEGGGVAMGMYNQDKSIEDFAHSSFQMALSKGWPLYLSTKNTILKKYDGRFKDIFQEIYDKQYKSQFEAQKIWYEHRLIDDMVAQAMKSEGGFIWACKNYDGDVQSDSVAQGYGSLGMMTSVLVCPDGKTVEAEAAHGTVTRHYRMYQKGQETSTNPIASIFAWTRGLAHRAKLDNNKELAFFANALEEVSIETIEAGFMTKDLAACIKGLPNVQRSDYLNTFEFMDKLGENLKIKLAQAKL
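IDH1-R132H (0.5 ug/mL) preincubated 30 min with compound, then NADPH (0.016 mM) and alpha-KG (2 mM) added; 80 min at RT, pH 7.5. Remaining NADPH coupled via diaphorase/resazurin to fluorescence (540/590 nm); concentration-response curves normalized to no-enzyme control.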
rTrxR1 inhibitor = blocks rat thioredoxin reductase 1. O89049. recombinant rTrxR1, NADPH fluorescence consumption, selenite substrate. Potency, µM (series often up to 114 µM), inactives show at the top dose activity change, negative = inhibition, usual class: inhibitors. actives 1% (n = 390,000). AID 588453; note: potency is the fitted concentration of half-maximal effect; % is set by controls: 0 for no effect and ±100 for the full control effect; nearly all actives have a fitted effect of over 65% in size
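Rat TrxR1 (90 nM in the dispensed reagent) was pre-reduced with 400 uM NADPH for 5 min at room temperature, then incubated with compound for 15 min. After 400 uM selenite was added, NADPH fluorescence (Ex 340/Em 450 nm) was followed for 8 min.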
USP1 inh = inhibitors of human USP1/UAF1 deubiquitinase; O94782; actives 0.23% (n = 390,000); recombinant USP1/UAF1, Ub-Rhodamine cleavage fluorescence; Potency, µM (titrated, usually from 57.1 µM), for the others: top-dose activity change, negative = inhibition, most hits filed as inhibitors; note: potency is the fitted concentration of half-maximal effect; % is set by controls: 0 for no effect and ±100 for the full control effect; nearly all actives have a fitted effect of over 60% in size; inactives centre near -12
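High-throughput fluorogenic screen: 1nM USP1/UAF1 complex, Ub-Rho substrate 150nM final, 50mM HEPES pH 7.8 with 0.5mM EDTA, 0.1 mg/ml BSA, 1mM TCEP and 0.01% Tween-20.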
TrxR1 substrate = substrates of rat thioredoxin reductase 1. actives 0.01% (n = 390,000). purified TrxR1 substrate turnover, NADPH consumption readout. Potency, µM (highest dose often 114 µM), for the others: at the top dose activity change, negative = substrate turnover. AID 588456. O89049; note: potency is the fitted concentration of half-maximal effect; % is set by controls: 0 for no effect and ±100 for the full control effect; nearly all actives have a fitted effect of over 50% in size
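Rat TrxR1, dispensed at 90 nM, was prereduced with 400 uM NADPH (final) for 5 min at ~22 deg C, then incubated with compound 15 min before 400 uM selenite. A first-read NADPH fluorescence drop versus no-compound background flagged substrates.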
LDHA inh = LDHA (human) enzyme inhibition; P00338; purified LDHA, NADH/diaphorase-resazurin fluorescence; hits give low values; activity change, % (values are at about 110 or 230 µM); actives 0.15% (n = 480,000); in the data active = activity change below about -30%; inconclusive = mostly about -25% to -30%;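 note: plate controls were DMSO wells for no effect and wells without enzyme for full effect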
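Resorufin fluorescence (ex540/em590), read at 0 and 20 min after diaphorase/resazurin addition, reports the NADH left after a 5 min room-temperature reaction of 2 nM human LDH5 with 0.06 mM NADH and 0.2 mM pyruvate.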
The depositor's hits bear a star; [ ] = another dose, or the depositor's remark. Unless noted, calls come from the whole dose curve; as a rule, active = well fitted curve in the direction sought with a large enough effect; inconclusive = small, poorly fitted or top-dose-only effect, or another doubt; inactive = no such curve, though single readings can be large; an effect the other way counts as inactive or inconclusive.

Results for O=C(N=C1SC2CS(=O)(=O)CC2N1Cc1ccccc1)C1CCCO1 (stereo not given) ?
RGS4 inhibitor: -9.9%[56.9 µM]; Vif-APOBEC3G blk: 3.7%; Vif-A3F inh: -8.2%; GRP78 ERSR act: -5.0%; mIDH1 inhibitor: 17.4%; rTrxR1 inhibitor: 14.0%[57.1 µM]; USP1 inh: -6.1%; TrxR1 substrate: 4.1%[57.1 µM]; LDHA inh: -0.2

Results for Cc1ccc(NC(=O)COC(=O)CC2SC(N3CCCC3)=NC2=O)cc1 (stereo not given) ?
RGS4 inhibitor: -16.0%; Vif-APOBEC3G blk: 0.6%; Vif-A3F inh: 0.3%; GRP78 ERSR act: -6.8%; mIDH1 inhibitor: -2.7%; rTrxR1 inhibitor: 10.7%; USP1 inh: -24.6%; TrxR1 substrate: 6.0%; LDHA inh: -3.9

What do the screens show for `Cc1sc2ccccc2[n+]1CCCC[n+]1c(C)sc2ccccc21`?
Vif-APOBEC3G blk: 2.4%; GRP78 ERSR act: -0.7%; rTrxR1 inhibitor: 172.8%[activator]; TrxR1 substrate: 16.7%; LDHA inh: -4.2

How did O=C(NCCc1ccccc1)c1c[nH]c2c(F)cccc2c1=O do in these assays?
RGS4 inhibitor: -26.9%; Vif-APOBEC3G blk: -5.7%; Vif-A3F inh: 3.2%; GRP78 ERSR act: 4.6%; mIDH1 inhibitor: 1.5%; rTrxR1 inhibitor: -4.0%[57.1 µM]; USP1 inh: -1.9%; TrxR1 substrate: 7.3%[57.1 µM]; LDHA inh: -2.6

Results for COc1ccc([N+](=O)[O-])cc1NS(=O)(=O)c1cccc(C(=O)NCCCN2CCCC2=O)c1 ?
RGS4 inhibitor: 16.4%; Vif-APOBEC3G blk: -5.2%; Vif-A3F inh: 1.2%; GRP78 ERSR act: 4.1%; mIDH1 inhibitor: 3.6%; rTrxR1 inhibitor: 8.5%; USP1 inh: 1.2%; TrxR1 substrate: -0.1%; LDHA inh: -3.7

What do the screens show for `Cc1cc(C)cc(C(=O)NCC(=O)OCC(=O)N(C)C2CCS(=O)(=O)C2)c1` (stereo not given)?
RGS4 inhibitor: 10.7%; Vif-APOBEC3G blk: 1.3%; Vif-A3F inh: 2.8%; GRP78 ERSR act: -1.6%; mIDH1 inhibitor: 4.0%; rTrxR1 inhibitor: -8.1%; USP1 inh: 2.0%; TrxR1 substrate: -9.0%; LDHA inh: -9.0

What do the screens show for `CC(C)(C)c1[nH]nc2c1C(c1ccncc1)C(C#N)=C(N)O2` (stereo not given)?
RGS4 inhibitor: 6.5%; Vif-APOBEC3G blk: -7.4%; GRP78 ERSR act: -3.5%; mIDH1 inhibitor: 0.0%; rTrxR1 inhibitor: 3.0%; USP1 inh: -26.5%; TrxR1 substrate: 16.6%; LDHA inh: 2.7

What do the screens show for `C[C@@H](CO)NC(=O)c1ccc2c3n(nc2c1)-c1ccc(Cl)cc1CO3`?
RGS4 inhibitor: -5.7%; Vif-APOBEC3G blk: -0.1%; Vif-A3F inh: 8.4%; GRP78 ERSR act: -4.8%; mIDH1 inhibitor: -5.6%; rTrxR1 inhibitor: -8.1%; USP1 inh: inconclusive; TrxR1 substrate: -3.2%; LDHA inh: 0.5

How did Cc1ccc(-c2nc3ncccn3c2Nc2ccc3c(c2)OCCO3)o1 do in these assays?
RGS4 inhibitor: inconclusive; Vif-APOBEC3G blk: -0.3%; Vif-A3F inh: -2.4%; GRP78 ERSR act: -1.1%; mIDH1 inhibitor: 4.6%; rTrxR1 inhibitor: 39.8µM*; USP1 inh: -10.2%; TrxR1 substrate: 0.7%; LDHA inh: 0.2

Results for CC(=O)c1c(C)[nH]c(C(=O)OCC(=O)NCCc2ccc(F)cc2)c1C ?
RGS4 inhibitor: 18.9%; Vif-APOBEC3G blk: -0.2%; GRP78 ERSR act: -1.1%; mIDH1 inhibitor: 9.9%; rTrxR1 inhibitor: -5.8%; USP1 inh: -16.7%; TrxR1 substrate: 4.2%; LDHA inh: -6.0

What do the screens show for `CSc1ncc(Sc2ccccc2)c(C(=O)O)n1`?
RGS4 inhibitor: -36.8%; Vif-APOBEC3G blk: -0.2%; Vif-A3F inh: 1.0%; GRP78 ERSR act: -1.1%; mIDH1 inhibitor: 7.0%; rTrxR1 inhibitor: 1.4%[57.1 µM]; USP1 inh: -13.2%; TrxR1 substrate: 3.5%[57.1 µM]; LDHA inh: 1.0

Results for COc1ccc(CCC(=O)Nc2ccc(N3CCOCC3)cc2)cc1 ?
RGS4 inhibitor: -25.1%; Vif-APOBEC3G blk: -1.1%; Vif-A3F inh: -1.8%; GRP78 ERSR act: -1.6%; mIDH1 inhibitor: 2.4%; rTrxR1 inhibitor: -6.9%; USP1 inh: -3.6%; TrxR1 substrate: -8.3%; LDHA inh: 0.7

How did Cc1ccc(CN2CCNC(=O)C2CC(=O)NCCCn2cccn2)o1 (stereo not given) do in these assays?
RGS4 inhibitor: -25.1%; Vif-APOBEC3G blk: 3.2%; Vif-A3F inh: -0.6%; GRP78 ERSR act: -1.2%; mIDH1 inhibitor: -4.0%; rTrxR1 inhibitor: 1.8%; USP1 inh: -9.0%; TrxR1 substrate: 4.0%; LDHA inh: -2.2

How did CCc1cccc(CC)c1NC(=O)CCS(=O)(=O)c1ccc2c(c1)CCN2C(C)=O do in these assays?
RGS4 inhibitor: -0.3%; Vif-APOBEC3G blk: 0.2%; Vif-A3F inh: 2.8%; GRP78 ERSR act: -2.2%; mIDH1 inhibitor: 13.4%; rTrxR1 inhibitor: -17.2%; USP1 inh: -24.3%; TrxR1 substrate: -3.0%; LDHA inh: 0.2

Results for Cc1ccc(/C=C2/NC(=O)[C@H](C)NC2=O)cc1 ?
RGS4 inhibitor: 14.5%; Vif-APOBEC3G blk: -4.8%; Vif-A3F inh: -12.9%; GRP78 ERSR act: 3.2%; mIDH1 inhibitor: -14.8%; rTrxR1 inhibitor: 9.3%; USP1 inh: -0.9%; TrxR1 substrate: -0.9%; LDHA inh: -3.6

Results for Cc1cc(-c2n[nH]c(=S)n2/N=C/c2cccs2)n[nH]1 ?
RGS4 inhibitor: -42.2%; Vif-APOBEC3G blk: -1.6%; Vif-A3F inh: -19.0%; GRP78 ERSR act: -3.3%; mIDH1 inhibitor: -2.5%; rTrxR1 inhibitor: inconclusive; USP1 inh: -6.3%; TrxR1 substrate: -16.9%; LDHA inh: -3.3

Results for CCOc1ccccc1NC(=O)/C=C/c1ccc(S(=O)(=O)N2CCOCC2)cc1 ?
RGS4 inhibitor: -27.0%; Vif-APOBEC3G blk: -0.6%; Vif-A3F inh: -6.8%; GRP78 ERSR act: -2.4%; mIDH1 inhibitor: -10.1%; rTrxR1 inhibitor: -2.7%; USP1 inh: 1.6%; TrxR1 substrate: -12.0%; LDHA inh: 1.7

How did Fc1ccc(OCCCCCN2CCCC2)cc1 do in these assays?
RGS4 inhibitor: 2.4%; Vif-APOBEC3G blk: 0.0%; Vif-A3F inh: -2.3%; GRP78 ERSR act: -1.2%; mIDH1 inhibitor: 2.5%; rTrxR1 inhibitor: -17.9%; USP1 inh: 8.0%; TrxR1 substrate: -5.1%; LDHA inh: -4.0

Results for O=C1c2ccccc2C(=O)N1C1(C(=O)NC2(C(=O)O)CCCC2)CCCC1 ?
RGS4 inhibitor: -20.6%; Vif-APOBEC3G blk: 0.4%; Vif-A3F inh: 3.0%; GRP78 ERSR act: -3.6%; mIDH1 inhibitor: 5.3%; rTrxR1 inhibitor: 14.0%[57.1 µM]; USP1 inh: -8.4%; TrxR1 substrate: -2.2%; LDHA inh: -2.1

What do the screens show for `O=C(CSc1nnc(C2CC2)n1-c1ccccc1)N1CCCC1`?
RGS4 inhibitor: -12.2%; Vif-APOBEC3G blk: -1.9%; Vif-A3F inh: -5.0%; GRP78 ERSR act: -1.9%; mIDH1 inhibitor: -1.3%; rTrxR1 inhibitor: -7.8%; USP1 inh: -8.9%; TrxR1 substrate: -8.3%; LDHA inh: -8.1

How did COc1ccc(C=CC(=O)c2cc(O)ccc2O)cc1 do in these assays?
RGS4 inhibitor: -35.3%; Vif-APOBEC3G blk: inconclusive; Vif-A3F inh: -14.4%; GRP78 ERSR act: inconclusive; mIDH1 inhibitor: -9.4%; rTrxR1 inhibitor: -22.9%; USP1 inh: -25.5%; TrxR1 substrate: -2.9%; LDHA inh: 11.1

An excerpt taken from the entries so far, for reference:
How did Cc1ccc(CN2CCNC(=O)C2CC(=O)NCCCn2cccn2)o1 (stereo not given) do in these assays?
RGS4 inhibitor: -25.1%; Vif-APOBEC3G blk: 3.2%; Vif-A3F inh: -0.6%; GRP78 ERSR act: -1.2%; mIDH1 inhibitor: -4.0%; rTrxR1 inhibitor: 1.8%; USP1 inh: -9.0%; TrxR1 substrate: 4.0%; LDHA inh: -2.2

How did CCc1cccc(CC)c1NC(=O)CCS(=O)(=O)c1ccc2c(c1)CCN2C(C)=O do in these assays?
RGS4 inhibitor: -0.3%; Vif-APOBEC3G blk: 0.2%; Vif-A3F inh: 2.8%; GRP78 ERSR act: -2.2%; mIDH1 inhibitor: 13.4%; rTrxR1 inhibitor: -17.2%; USP1 inh: -24.3%; TrxR1 substrate: -3.0%; LDHA inh: 0.2

An excerpt; the hit share may differ from the screen's.
